From PubChem BioAssay
Statin myotox sup – suppressors of statin myotoxicity in C2C12 myotubes, primary screen, cell-based, single point, plate reader; AID 602340, 2012; 330,000 tested, 0.78% active; C2C12 myotubes + simvastatin, ATP luminescence, 48 h; scaled: DMSO 0, geranylgeraniol control 100; rescue of ATP level, % at 7.49 µM;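 active means mean ATP rescue above about 67%, or every replicate alone reaching that limit, limit read from the data, passing the limit was not always enough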;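 further: myotubes were challenged with 10 µM simvastatin during compound exposure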
S100A4 MyoIIA – inhibitors of S100A4-myosin IIA peptide binding, primary screen, biochemical, fluorescence polarization, TAMRA-MyoIIA peptide | Protein S100-A4 (Homo sapiens), P26447 | 360,000 tested, 0.14% active | inhibition, % at 10.7 µM;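 active means mean inhibition of at least 70% across replicates, with every replicate also reaching that level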
Target sequence (P26447 whole entry, looked up): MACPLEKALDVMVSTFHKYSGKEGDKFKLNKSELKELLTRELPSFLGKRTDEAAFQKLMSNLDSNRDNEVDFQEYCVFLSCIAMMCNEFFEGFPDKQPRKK
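Test system – S100A4 monomer (human) · Compound – single-point compound testing · Schedule – 5 min incubation before reading · Probe or stimulus – TAMRA-labelled myosin IIA heavy-chain peptide probe, 5 nM · Benchmarks – neutral control DMSO, positive control TFP · Medium – Calcium-containing HEPES buffer, pH 7.2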
Casp6 inh – human caspase-6 inhibitors, primary screen, biochemical, VEID-R110 fluorescence, single point, set 2 | P55212 | purified caspase-6, Z-VEID-R110 cleavage fluorescence | inhibition, % at 12.5 µM | 350,000 tested, 0.53% active | AID 686996, 2013;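 active means mean inhibition across replicates at least about 35%, with every replicate also reaching that limit, limit read from the data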;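 further: 0% = median of neutral control wells and 100% = no fluorescence left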
Target sequence (P55212 24-179 limits assumed): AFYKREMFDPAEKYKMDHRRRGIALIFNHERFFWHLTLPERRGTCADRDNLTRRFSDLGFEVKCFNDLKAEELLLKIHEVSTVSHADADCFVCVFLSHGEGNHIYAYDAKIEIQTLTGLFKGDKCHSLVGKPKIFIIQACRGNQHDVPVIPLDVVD
Target sequence (P55212 194-293 limits assumed): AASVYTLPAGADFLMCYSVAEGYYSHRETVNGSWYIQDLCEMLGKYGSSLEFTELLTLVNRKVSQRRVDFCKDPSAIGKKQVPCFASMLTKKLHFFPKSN
SIRT5 block – SIRT5 desuccinylase inhibitors, primary screen, biochemical, fluorescence imaging, single point, set 5; NAD-dependent protein deacylase sirtuin-5, mitochondrial (Homo sapiens), Q9NXA8; Purified SirT5, succinyl-peptide AMC, trypsin-coupled fluorescence; inhibition, % at 15 µM; 330,000 tested, 1.1% active; AID 652115, 2013; in the data active means inhibition above about 15%
Target sequence (Q9NXA8 whole entry, looked up): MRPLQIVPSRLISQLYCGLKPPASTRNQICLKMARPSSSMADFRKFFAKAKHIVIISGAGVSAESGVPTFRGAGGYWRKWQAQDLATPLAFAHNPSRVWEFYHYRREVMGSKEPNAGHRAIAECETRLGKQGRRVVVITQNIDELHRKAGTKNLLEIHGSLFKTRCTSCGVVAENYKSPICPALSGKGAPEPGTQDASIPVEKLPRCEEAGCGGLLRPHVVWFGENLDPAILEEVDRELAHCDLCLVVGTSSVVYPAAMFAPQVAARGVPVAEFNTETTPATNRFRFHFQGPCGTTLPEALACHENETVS
esBAF inh – Bmi1 luciferase reporter increase in mESCs, primary screen, esBAF inhibitor project, mouse ES cells, Bmi1 luciferase knock-in, single point; 24 h; 100% = twice the neutral-well signal; reporter increase, % at 12.5 µM; 350,000 tested, 2% active; in the data active means activation above about 40%;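 further: 0% = median of the plate's neutral control wells and 100% = double that signal; a rise in the Bmi1 reporter signal indicates esBAF inhibition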
LGR2 antag – inhibitors of bursicon-induced LGR2 CRE-luciferase signal, primary screen, cell-based, HEK293, CRE-luciferase reporter, bursicon stimulation; Drosophila bursicon receptor LGR2 (rickets); bursicon-stimulated, 4 h; inhibition, % at 9.99 µM; 380,000 tested, 0.35% active; AID 720647, 2013;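 active means drop in luminescence signal, shown as inhibition above about 50% in the replicate tests, limit read from the data, passing the limit was not always enough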;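 further: agonist challenge used bursicon conditioned medium at about half maximal strength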
FN deposition inh – inhibitors of fibronectin matrix deposition, primary screen, AH1F cells, Alexa488-fibronectin fluorescence, plate reader. AH1F fibroblasts, overnight. inhibition, % at 12.6 µM. AID 743247, 2014. 350,000 tested, 0.086% active;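 active means mean inhibition across replicates of 30% or more, regardless of how many single replicates reach that level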;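 further: positive control wells lacked labelled fibronectin entirely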
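test system = AH1F fibroblasts assembling fluorescent fibronectin matrix | quantity = 10000 AH1F cells per well | buffer or medium = DMEM plus 2% serum, read in PBS | doses = single dose, pinned | incubation = 1 h cell attachment, overnight exposure to compound and label | detection = fluorescence at 485 nm excitation, 525 nm emission | read-out basis = inhibition from reduced deposited-fibronectin fluorescence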
The depositor's hits bear a star. A portion of the library. The share of hits here may be higher or lower than overall.

How did Cn1c(SCC(=O)O)nnc1-c1ccc(NC(=O)c2ccc(Cl)c(Cl)c2)cc1 do in these assays?
Statin myotox sup: -11.1; S100A4 MyoIIA: 4.4; Casp6 inh: 0.8; SIRT5 block: 16.4*; esBAF inh: -4.7; LGR2 antag: 4.7; FN deposition inh: 8.3

What do the screens show for `Cc1ccc(S(=O)(=O)N(C)Cc2ccccc2)cc1C(=O)N1CCCCC1`?
Statin myotox sup: 2.1; S100A4 MyoIIA: -0.4; Casp6 inh: -1.1; SIRT5 block: -1.1; esBAF inh: -1.5; LGR2 antag: 10.0; FN deposition inh: 2.4

How did Cc1ccc(S(=O)(=O)NCC(=O)OCC(=O)NC(=O)c2cccn2C)cc1 do in these assays?
Statin myotox sup: 4.2; S100A4 MyoIIA: 8.3; Casp6 inh: -0.9; SIRT5 block: 2.9; esBAF inh: -2.7; LGR2 antag: -16.9

What do the screens show for `O=C(O)C1CSCN1S(=O)(=O)c1cccc2nsnc12` (stereo not given)?
Statin myotox sup: -16.6; esBAF inh: -11.4; LGR2 antag: 1.5; FN deposition inh: 5.7

What do the screens show for `O=C(CSc1ccccc1F)NCC(c1cccs1)N1CCOCC1` (stereo not given)?
Statin myotox sup: -0.4; S100A4 MyoIIA: -10.1; Casp6 inh: 1.1; SIRT5 block: -2.7; esBAF inh: -4.9; LGR2 antag: 4.4; FN deposition inh: -3.8

How did N#Cc1cc2c(nc1SCC(O)CS(=O)(=O)Cc1ccc(Cl)cc1)CCCC2 (stereo not given) do in these assays?
Statin myotox sup: 12.5; esBAF inh: -0.2; LGR2 antag: -1.5

What do the screens show for `Cc1noc(C)c1S(=O)(=O)Nc1ccc2c(c1)CC(=O)N([C@H](C)CO)C[C@@H](C)[C@H](CN(C)C(=O)NC(C)C)O2`?
Statin myotox sup: -25.4; S100A4 MyoIIA: 8.6; Casp6 inh: 3.3; SIRT5 block: 1.0; esBAF inh: -10.2; LGR2 antag: 10.2; FN deposition inh: -2.2

How did CCCNC(=S)N1CCC(NC(=O)c2ccc(OC)cc2)CC1 do in these assays?
Statin myotox sup: 11.9; S100A4 MyoIIA: 0.5; Casp6 inh: 0.4; SIRT5 block: 2.2; esBAF inh: 4.4; LGR2 antag: 6.2; FN deposition inh: 4.2

What do the screens show for `Cc1nc2sc(C(c3ccco3)N3CCc4ccccc4C3)c(O)n2n1` (stereo not given)?
Statin myotox sup: 8.4; esBAF inh: -2.3; LGR2 antag: -8.3; FN deposition inh: -3.8

How did O=C(NCc1ccccc1)[C@@H]1CCCN1C(=O)[C@H]1CCCN1C(=O)c1ccc(F)cc1 do in these assays?
S100A4 MyoIIA: -2.8; Casp6 inh: -4.2; LGR2 antag: -13.6; FN deposition inh: 2.1

What do the screens show for `CCc1n[nH]c(=O)c2cc3cc(OC)ccc3n12`?
Statin myotox sup: -0.7; S100A4 MyoIIA: -2.2; Casp6 inh: -2.8; SIRT5 block: -2.5; esBAF inh: -4.0; LGR2 antag: -7.9; FN deposition inh: 7.3

How did CCCOC(=O)C(C)n1cnc2scc(-c3ccc(C)cc3)c2c1=O (stereo not given) do in these assays?
Statin myotox sup: 19.3; S100A4 MyoIIA: -2.1; Casp6 inh: 1.7; SIRT5 block: -3.3; esBAF inh: -4.3; LGR2 antag: 1.0; FN deposition inh: -0.1

How did Cc1ccc(S(=O)(=O)Nc2ccc3c(c2)C(=O)N([C@@H](C)CO)C[C@H](C)[C@H](CN(C)C(=O)NC2CCCCC2)OCCCC[C@H](C)O3)cc1 do in these assays?
S100A4 MyoIIA: -10.5; Casp6 inh: 0.2; SIRT5 block: 3.9; esBAF inh: 7.0; LGR2 antag: 13.4

How did COc1ccc(C(c2c(C)n(C)n(-c3ccccc3)c2=O)c2c(C)n(C)n(-c3ccccc3)c2=O)c(OC)c1OC do in these assays?
Statin myotox sup: 7.4; S100A4 MyoIIA: -3.0; Casp6 inh: -4.2; SIRT5 block: 0.9; esBAF inh: -6.0; LGR2 antag: -2.7; FN deposition inh: -13.7

How did O=C(C[C@H]1C=C[C@H](NS(=O)(=O)c2cccc(F)c2)[C@H](CO)O1)N1CCCCC1 do in these assays?
Statin myotox sup: -2.1; S100A4 MyoIIA: -16.5; Casp6 inh: -0.4; SIRT5 block: 6.7; esBAF inh: -3.6; LGR2 antag: -1.5; FN deposition inh: -2.6

What do the screens show for `COCCCNC(=O)c1c(N)n(/N=C/c2cccs2)c2nc3ccccc3nc12`?
Statin myotox sup: -17.5; esBAF inh: -9.8; FN deposition inh: -2.9

Results for CCOC(=O)c1nc(N)c(C(=O)OCC)[nH]1 ?
Statin myotox sup: 7.9; esBAF inh: -3.3; LGR2 antag: 9.8

How did CC1CCCC/C1=N\NC(=S)NCCc1ccccc1 (stereo not given) do in these assays?
S100A4 MyoIIA: 1.0; Casp6 inh: -2.9; SIRT5 block: -2.4; LGR2 antag: 6.1

How did COc1ccc(NC(=O)C2CCCN(c3c4c(nc5ncnn35)CCC4)C2)cc1 (stereo not given) do in these assays?
Statin myotox sup: -18.0; esBAF inh: 5.6; FN deposition inh: 1.3

What do the screens show for `CCOC(=O)C1CCN(c2ccc(C(N)=O)cc2[N+](=O)[O-])CC1`?
S100A4 MyoIIA: -1.3; Casp6 inh: -6.4; SIRT5 block: -1.0; FN deposition inh: -3.3

Of the compounds above, these have an aryl methoxy group.
How did CCCNC(=S)N1CCC(NC(=O)c2ccc(OC)cc2)CC1 do in these assays?
Statin myotox sup: 11.9; S100A4 MyoIIA: 0.5; Casp6 inh: 0.4; SIRT5 block: 2.2; esBAF inh: 4.4; LGR2 antag: 6.2; FN deposition inh: 4.2

What do the screens show for `CCc1n[nH]c(=O)c2cc3cc(OC)ccc3n12`?
Statin myotox sup: -0.7; S100A4 MyoIIA: -2.2; Casp6 inh: -2.8; SIRT5 block: -2.5; esBAF inh: -4.0; LGR2 antag: -7.9; FN deposition inh: 7.3

How did COc1ccc(C(c2c(C)n(C)n(-c3ccccc3)c2=O)c2c(C)n(C)n(-c3ccccc3)c2=O)c(OC)c1OC do in these assays?
Statin myotox sup: 7.4; S100A4 MyoIIA: -3.0; Casp6 inh: -4.2; SIRT5 block: 0.9; esBAF inh: -6.0; LGR2 antag: -2.7; FN deposition inh: -13.7

How did COc1ccc(NC(=O)C2CCCN(c3c4c(nc5ncnn35)CCC4)C2)cc1 (stereo not given) do in these assays?
Statin myotox sup: -18.0; esBAF inh: 5.6; FN deposition inh: 1.3

Later entries
What do the screens show for `N#C[C@@H]1[C@H](c2ccccc2)[C@@H](CO)N1C(=O)CN1CCOCC1`?
Statin myotox sup: 6.4; S100A4 MyoIIA: 13.8; Casp6 inh: -4.9; SIRT5 block: -0.1; esBAF inh: 2.8; LGR2 antag: -0.8; FN deposition inh: 4.5

How did C/C(CC(=O)Nc1cc(C)ccn1)=N\NC(=O)c1cccc(C)c1O do in these assays?
Statin myotox sup: -282.0; S100A4 MyoIIA: -6.9; Casp6 inh: 53.2*; SIRT5 block: -2.7; esBAF inh: -8.7; LGR2 antag: -51.1; FN deposition inh: -7.3

How did COc1cc(/C=C(/NC(=O)c2ccccc2)C(=O)N2CCOCC2)c([N+](=O)[O-])cc1OC do in these assays?
S100A4 MyoIIA: 11.4; Casp6 inh: 2.6; SIRT5 block: 4.7; LGR2 antag: 0.0; FN deposition inh: 0.4

What do the screens show for `C[C@@H]1CN([C@H](C)CO)C(=O)c2cc(NS(=O)(=O)c3ccc(F)cc3)ccc2O[C@H]1CN(C)C`?
Statin myotox sup: -8.2; S100A4 MyoIIA: -5.9; Casp6 inh: 0.6; SIRT5 block: -4.7; esBAF inh: 2.2; LGR2 antag: 11.7; FN deposition inh: -17.8

Results for Cc1ccc(-c2cc([C@H]3[C@@H]4C=CCC[C@@]4(C)C(=O)N3Cc3ccccc3)ccc2F)cc1 ?
Statin myotox sup: -3.4; S100A4 MyoIIA: -5.8; Casp6 inh: -1.2; esBAF inh: 2.0; LGR2 antag: -1.6; FN deposition inh: -13.3

What do the screens show for `Cc1ccc2nc(NC(=O)C3CCN(C(=O)c4ccc(F)cc4)CC3)sc2c1`?
Statin myotox sup: 1.4; S100A4 MyoIIA: 1.2; Casp6 inh: -3.3; SIRT5 block: -4.5; esBAF inh: 8.7; LGR2 antag: -8.1; FN deposition inh: 4.8

How did CCCc1nc2c3ccccc3ccn2c1Cc1ccccc1C(F)(F)F do in these assays?
Statin myotox sup: -17.7; S100A4 MyoIIA: -1.0; Casp6 inh: -5.1; SIRT5 block: 1.9; esBAF inh: 0.5; LGR2 antag: -9.1; FN deposition inh: -1.3

Results for O=C(CCCCCNc1nc(=S)[nH]c2ccccc12)NCCc1c[nH]c2ccccc12 ?
S100A4 MyoIIA: -1.2; Casp6 inh: 0.9; SIRT5 block: -3.0; LGR2 antag: 25.8; FN deposition inh: 0.1

Results for C[C@@H]1CN([C@@H](C)CO)C(=O)Cc2cc(NC(=O)CCCCCC(=O)Nc3ccccc3N)ccc2O[C@H]1CN(C)Cc1ccc(Cl)c(Cl)c1 ?
Statin myotox sup: 52.9; S100A4 MyoIIA: 5.1; Casp6 inh: -0.6; SIRT5 block: 1.0; esBAF inh: -6.4; LGR2 antag: -7.1

What do the screens show for `Cc1cc(C)c(C2=CSC3=NS(=O)(=O)CCN23)c(C)c1`?
S100A4 MyoIIA: 4.0; Casp6 inh: 2.0; SIRT5 block: -3.0; LGR2 antag: 14.7; FN deposition inh: -5.1

Results for O=C(CSc1nnc(-c2ccccn2)o1)Nc1ccc(F)cc1 ?
S100A4 MyoIIA: -1.2; Casp6 inh: -0.3; SIRT5 block: -3.6; LGR2 antag: -5.9; FN deposition inh: 16.0

How did O=C1NC[C@H](Cc2ccccc2)N(C[C@@H]2CCCN2C[C@H](Cc2ccc(O)cc2)N2C[C@H](Cc3ccccc3)N(CCc3ccccc3)C(=O)C2=O)C1=O do in these assays?
S100A4 MyoIIA: -1.2; Casp6 inh: 1.8; LGR2 antag: -6.7; FN deposition inh: 8.3

Results for C[C@@H]1CCCCO[C@H](CN(C)S(=O)(=O)c2ccc(F)cc2)[C@@H](C)CN([C@H](C)CO)C(=O)c2cc(NC(=O)Cc3ccccc3)ccc2O1 ?
Statin myotox sup: -46.2; esBAF inh: 0.7; LGR2 antag: -10.7; FN deposition inh: 7.1

Results for Cc1cccc(C)c1NC(=O)C(NC=O)c1ccccc1Cl (stereo not given) ?
Statin myotox sup: 5.8; esBAF inh: -3.3; FN deposition inh: -2.7

How did CCOC(=O)c1[nH]c2ccccc2c1NC(=O)C(CC)CC do in these assays?
Statin myotox sup: -1.7; S100A4 MyoIIA: -1.7; Casp6 inh: -0.7; esBAF inh: -7.5; LGR2 antag: 6.7; FN deposition inh: -3.0

How did COCC#Cc1ccc2c(c1)O[C@H](CN(C)S(=O)(=O)c1ccc(F)cc1)[C@@H](C)CN([C@@H](C)CO)S2(=O)=O do in these assays?
Statin myotox sup: 11.2; S100A4 MyoIIA: -0.1; Casp6 inh: -1.7; SIRT5 block: 3.9; esBAF inh: -2.0; LGR2 antag: -8.7

How did O=C(Cc1nnc(NC(=O)Nc2ccccc2)s1)Nc1ccccc1 do in these assays?
S100A4 MyoIIA: -5.3; Casp6 inh: -2.8; SIRT5 block: -3.7; LGR2 antag: 2.6; FN deposition inh: -5.9

How did COc1ccccc1-c1ccc([C@H]2[C@@H](CO)N[C@@H]2CNC(=O)C2CC2)cc1 do in these assays?
S100A4 MyoIIA: -2.9; Casp6 inh: -1.2; SIRT5 block: -3.0; LGR2 antag: -12.5; FN deposition inh: 2.8
